GAA glycogen: alters human alpha-glucosidase cleavage of glycogen; P10253; recombinant GAA, glycogen substrate, Amplex Red glucose oxidase fluorescence; Potency, µM (top dose mostly 76.4 µM), without a hit: at the top dose activity change, negative = inhibition, hits mostly inhibitors; 0.38% of 300,000 active;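 note: potency is the fitted concentration of half-maximal effect; 0% = full enzyme reaction and -100% = no-enzyme basal signal; the screen sought inhibitors and activators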
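Recombinant enzyme (4 nM final) with compounds titrated up to 77 uM and bovine liver glycogen (30 ug) in citrate pH 5.0, 0.01% Tween-20, 37 C 40 min. Released glucose detected by Amplex Red/glucose oxidase (Ex 573/Em 610); AC50 from Hill fits.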
HTT cytoprotect: cytoprotection in Huntington HTT-Q103 PC12 cell model; PC12 HTT-Q103 induced, cytoprotection, ATP luminescence, 40 h; Potency, µM (top dose mostly 56.4 µM), inactives show cytoprotection (ATP increase), usual class: activators; 0.14% of 230,000 active; AID 1471;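 note: potency is the fitted concentration of half-maximal effect; % of control where 0% means no effect; nearly all actives have a fitted effect of over 45% in size; toxic huntingtin expression switched on by the ecdysone agonist tebufenozide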
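Compounds added alongside 100 nM tebufenozide, which induces toxic Q103 huntingtin exon 1-GFP in stable PC12 cells; surviving cells quantified by luminescent ATP measurement. Medium: phenol red-free DMEM, 5% equine and 5% calf serum.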
GAA spleen mod: inhibitors or activators of human alpha-glucosidase in spleen homogenate. human spleen homogenate, 4-MU-alpha-glucoside fluorescence. Potency, µM (doses to about 79.9 µM), inactives show at the top dose activity change, negative = inhibition, actives largely listed as inhibitors. 0.006% of 240,000 active. AID 2112;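 note: potency is the fitted concentration of half-maximal effect; 0% = enzyme with vehicle and -100% = no enzyme basal signal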
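Human spleen homogenate (1 ug) incubated with compounds and 1 mM 4-methylumbelliferyl-alpha-D-glucopyranoside in pH 5.0 citrate/phosphate buffer, 37 C, 40 min. Stopped at pH 10; 4-MU fluorescence (Ex 365/Em 440 nm); AC50 by Hill fit.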
CBFb RUNX1 block: CBF-beta/RUNX1 interaction disruption | 230,000 tested, under 10 active | Q01196+Q13951 | Potency, µM (doses to about 59.8 µM), inactives show top-dose activity, negative = inhibition, usual class: inhibitors | AlphaScreen CBFb-His/RUNX1-biotin binding, biochemical; note: % of control where 0% means no effect
Target sequence (Q01196 whole entry, looked up): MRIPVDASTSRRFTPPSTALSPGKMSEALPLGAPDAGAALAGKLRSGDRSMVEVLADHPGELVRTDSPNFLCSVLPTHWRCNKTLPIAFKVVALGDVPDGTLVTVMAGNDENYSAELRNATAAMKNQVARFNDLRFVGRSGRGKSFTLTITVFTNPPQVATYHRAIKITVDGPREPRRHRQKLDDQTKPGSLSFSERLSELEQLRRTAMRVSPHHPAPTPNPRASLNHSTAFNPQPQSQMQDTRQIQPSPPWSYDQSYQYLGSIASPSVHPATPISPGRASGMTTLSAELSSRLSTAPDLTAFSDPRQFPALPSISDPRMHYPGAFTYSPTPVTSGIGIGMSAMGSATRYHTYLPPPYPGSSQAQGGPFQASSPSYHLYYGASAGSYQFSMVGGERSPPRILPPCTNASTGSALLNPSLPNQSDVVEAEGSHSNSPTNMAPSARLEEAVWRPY
Target sequence (Q13951 whole entry, looked up): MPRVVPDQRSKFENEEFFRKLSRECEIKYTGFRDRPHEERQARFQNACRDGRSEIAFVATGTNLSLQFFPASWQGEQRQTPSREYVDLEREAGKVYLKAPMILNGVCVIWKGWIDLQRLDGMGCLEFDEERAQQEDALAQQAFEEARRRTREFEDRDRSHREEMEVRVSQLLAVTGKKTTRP
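AlphaScreen binding: CBFb-His and RUNX1-biotin (30 nM each) preincubated 20 min, compound added for 15 min, then nickel and streptavidin beads for 90 min, all at room temperature. Disruption of the interaction by any mechanism counts as activity.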
GAA inhib: blocks human lysosomal alpha-glucosidase; 0.005% of 200,000 active; purified human GAA, 4-MU-alpha-glucoside fluorescence; Potency, µM (doses to about 76.9 µM), for inactives: top-dose activity change, negative = inhibition, most hits filed as inhibitors; P10253;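 note: potency is the fitted concentration of half-maximal effect; plate controls were uninhibited enzyme wells for no effect and no-enzyme background for full effect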
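qHTS format, compound range up to 77 uM. Human lysosomal enzyme at 4 nM, 400 uM 4-MU glucoside substrate, pH 5.0, 20 min room temperature; fluorescence after alkaline stop gives activity normalized to controls.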
HTT aggregate: mutant huntingtin aggregation inhibition; PC12 HttQ103-GFP aggregates, Acumen cytometry, 40 h; Potency, µM (top dose mostly 46.1 µM), without a hit: at the highest dose activity change, negative = inhibition, usual class: inhibitors; 1.1% of 220,000 active; AID 1688; note: potency is the fitted concentration of half-maximal effect; % is set by controls: 0 for no effect and ±100 for the full control effect; nearly all actives have a fitted effect of over 60% in size
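Huntingtin Q103 exon 1–GFP aggregates in induced PC12 cells (100 nM tebufenozide) were quantified by cytometry from lysates, with compounds dosed in titration.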
LMNA splice mod: LMNA splicing modulation; HeLa LMNA splicing GFP/RFP minigene ratio, 48 h; 0.01% of 200,000 active; Potency, µM (highest dose often 46.1 µM), without a hit: at the top dose ratio change, negative = inhibition, actives largely listed as inhibitors; active = well fitted inhibition curve with a large enough effect in the signal ratio, with a control signal flat, not every such curve was filed as active; inconclusive = small, poorly fitted or top-dose-only effect, or effect the other way, or a change in a side signal; the % refers to the signal ratio; note: potency is the fitted concentration of half-maximal effect; % is set by controls: 0 for no effect and ±100 for the full control effect
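S3 HeLa stable clones carrying a lamin A-EGFP splicing minigene plus DsRed2 were seeded at 600 cells/well in Opti-MEM with 2% FBS, pin-dosed and incubated 48 h at 37°C. Acumen cytometry (488 nm) gave the GFP/RFP total-intensity ratio.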
The depositor's hits bear a star; ? = inconclusive; / = not tested or not shown; & = joins results of further samples; [ ] = remark or other dose. Unless noted, calls come from the whole dose curve; as a rule, active = well fitted curve in the direction sought with a large enough effect; inconclusive = small, poorly fitted or top-dose-only effect, or another doubt; inactive = no such curve, though single readings can be large; an effect the other way counts as inactive or inconclusive. Outcome played no part in choosing rows (roughly 1.5% active in at least one column).

SMILES | GAA glycogen | HTT cytoprotect | GAA spleen mod | CBFb RUNX1 block | GAA inhib | HTT aggregate | LMNA splice mod
Cc1nn(-c2ccccc2)c2c1C(c1cccnc1)N1C=C(S(=O)(=O)N3CCCCC3)C=CC1=N2 (stereo not drawn) | -5% | -10% | -16% | -30% | -12% | 8% | -5%
CCCCOc1ccc(/C=C/C(=O)OCC(=O)N2CC(=O)Nc3ccccc32)cc1OCC | 0% | -5%[1.9 µM] | 14% | -12% | -2% | 12% | ?
COCc1cc(C)nc(OC)c1C(N)=O | -13% | -16% | 5% | -1% | 6% | -3% | -19%[9.22 µM]
CC(C)CNC(=S)NNC(=O)c1csc2c1CCCC2 | ? | 7% | 2% | 1% | ? | -25% | ?
CCOC(=O)c1sc2nc(Cc3ccc(Cl)cc3)[nH]c(=S)c2c1C | 26% | 13% | 6% | -8% | 9% | 3% | ?
COC(=O)c1c(Cc2ccccc2Cl)c[nH]c1C | -2% | / | -1% | -7% | -5% | 1% | ?
CCC(CC)C(=O)N1N=C(c2ccc(NS(C)(=O)=O)cc2)CC1c1ccc(C)cc1 (stereo not drawn) | -3% | 12%[10 µM] | 6% | 10% | / | -7%[9.22 µM] | /
COCCn1c(Cc2ccccc2)nnc1SCc1nc2ccccc2c(=O)[nH]1 | 2% | 7% | -4% | 7% | 4% | 1% | -7%[0.0737 µM]
CN(C)S(=O)(=O)c1ccc(N2CCOCC2)c(C(=O)O)c1 | -13% | 4% | -4% | -4% | -5% | 19% | -4%
CC(C)(C)NC(=O)CC(CC(=O)O)c1ccccc1 (stereo not drawn) | 0% | 6%[10 µM] | 0% | 8% | -6% | -20% | -8%
C[C@@H]1CN2[C@H](c3ccc(Br)cc3)[C@H](C)CC[C@H]2C(=O)O1 | / | -35%[inhibitor][10 µM] | -1%[17.4 µM] | -2%[13.1 µM] | / | / | /
S=C(NCc1cccs1)Nc1ccccc1 | -9% | 16%[10 µM] | 3% | 1% | -3% | 18% | ?
O=C(CN1C(=O)NC2NC(=O)NC21)N/N=C/c1ccccc1O (stereo not drawn) | 8% | 15%[10 µM] | 7% | -2% | ? | 11%[9.22 µM] | -4%[46 µM]
O=C(COC(=O)c1ccco1)NCc1ccco1 | 1% | -8% | 5% | 11% | -5% | -19% | 4%
COC(=O)c1cc2n(n1)CCN(Cc1ccc(C)cc1)C2=O | 4% | 16%[10 µM] | -5% | 12% | 1% | -11% | -5%
N/C(=N\OC(=O)CC(c1ccccc1)c1ccccc1)c1cccnc1 | 16% | / | -1% | 5% | -16% | / | ?
CC(C)CN(CCCNC(=O)CC1Oc2ccccc2NC1=O)CC(C)C (stereo not drawn) | -1% | 16%[10 µM] | -12% | 14% | -9% | 8% | -6%
Cc1nn2c(Nc3ccccc3)c3c(nc2c1-c1ccccc1)CCC3 | -2% | / | 1% | ? | -3% | -15% | 3%
CCOC(=O)c1cc(C(=O)Nc2cccc(C)c2)nn1C | 8% | -20% | -9% | 1% | -11% | -9% | 2%
CN(C)/C=C1\C(=O)ON=C1c1ccccc1 | -6% | ? | 1% | 10% | 0% | 27% | -16%[46 µM]
CCOc1ccc(CC(=O)NNC(=O)/C=C/C(=O)O)cc1 | 5% | -16%[10 µM] | 2% | 9% | -4% | -11%[9.22 µM] | /
COc1ccc(C(=O)N(c2ccc(OC)cc2)S(=O)(=O)c2cccs2)cc1 | 6% | 26%[10 µM] | 0% | -1% | 2% | -14% | -8%
CCc1nccn1S(=O)(=O)c1ccc(OC)c(OC)c1 | -4% | 6% | -3% | 0% | -3% | 6% | -6%
O=C(c1ccc(-c2ccccc2)cc1)c1ccccc1C(=O)N1CCOCC1 | 0% | -28% | -4% | -2% | -5% | -8% | -3%
COc1ccc(C(c2sc3nc(C)nn3c2O)N2CCC3(CC2)OCCO3)cc1 (stereo not drawn) | -13% | -20% | -4% | 1% | -3% | -1% | 0%
SMILES | GAA glycogen | HTT cytoprotect | GAA spleen mod | CBFb RUNX1 block | GAA inhib | HTT aggregate | LMNA splice mod
CCOC(=O)CN1C(=O)C(O)=C(C(C)=O)C1c1ccccc1 (stereo not drawn) | 3% | -7%[0.074 µM] | -8% | 4% | 6% | -12% | 5%
COc1cccc(-n2nnnc2SCC(=O)c2cc(OC)ccc2OC)c1 | 1% | 3%[10 µM] | -5% | -5% | 3% | 15% | 4%
COc1cccc(C(=O)N2CCN(C(=O)c3cccc4ccccc34)CC2)c1OC | -7% | -2% | 3% | 11% | -4% | ? | 1%
Cc1ccc(C(=O)Nc2nnn(C)n2)cc1 | 0% | -37% | 2% | 4% | 3% | 8% | 0%
CCC(c1nnnn1CCOC)N(Cc1cc2cc(C)c(C)cc2[nH]c1=O)CC1CCCO1 (stereo not drawn) | 7% | -17% | 2% | -2% | -4% | 25% | 12%
Cc1nn(-c2ccccc2)c(Cl)c1C(=O)N1CCN(c2ncnc3c2cnn3-c2ccccc2)CC1 | -10% | -112%[inhibitor][10 µM] | -14% | 1% | -8% | ? | ?
CS(=O)(=O)c1ccc(S(=O)CC(=O)OCc2ccccc2)c([N+](=O)[O-])c1 (stereo not drawn) | -7% | / | -3% | 5% | -3% | ? | ?
C=CCn1c(SCC(=O)OCC)nc(C(F)(F)F)cc1=O | 20% | -27% | -7% | 2% | ? | 7%[9.22 µM] | ?
O=C(NCc1ccc2c(c1)OCO2)c1n[nH]c(=O)c2ccccc12 | 6% | -51%[inhibitor] | 3% | 3% | -4% | -7% | /
NC(=O)c1cc2ccccc2o/c1=N/NC(=O)c1cccs1 | 8% | -39% | -3% | 8% | -10% | -6% | ?
CCNC(=S)N/N=C/c1ccc(F)cc1 | 4% | -69%[inhibitor] | -2% | 9% | -1% | 2% | -19%[46 µM]
Cn1c(=O)c2c(nc(CN3CCN(c4ccccc4)CC3)n2Cc2c(F)cccc2Cl)n(C)c1=O | 0% | -29%[0.074 µM] | 3% | -1% | -1% | -3% | 6%
COc1ccc(C(=O)Nn2c(CCC(=O)O)ccc2-c2ccc(C)cc2)cc1OC | -8% | 10%[10 µM] | -7% | -4% | 8% | 12%[9.22 µM] | ?
CCOc1ccc(S(=O)(=O)NCCC(=O)OCC(=O)c2ccc[nH]2)cc1 | 2% | -16% | 6% | -17% | -7% | 4% | -2%[46 µM]
O=C(Nc1cccc(S(=O)(=O)NC2=NCCCCC2)c1)c1cc(-c2ccco2)nc2ccccc12 | -2% | 0%[10 µM] | 1% | / | -5%[15.4 µM] | 2%[9.22 µM] | /
CC(C)Oc1ccc(N2C(=O)c3ccccc3C2=O)cc1 | -2% | -12% | 10% | 1% | -13% | -11% | 8%
CCOC(=O)C1(CC2CC2)CCN(Cc2ccc(OC)cc2F)CC1 | -8% | -72%[inhibitor][10 µM] | -7% | 2% | 6% | ? | /
COc1ccc(/C=N/NC(=O)CSCC(=O)Nc2ccccc2)cc1OC | 4% | -3% | 5% | -1% | 0% | -3% | -3%
Cc1ccc2nc(N3CCC(C(=O)O)CC3)nc(-c3ccccc3)c2c1 | 2% | -8% | 7% | 21% | ? | 25% | 0%
NCCC[C@@H](CC(=O)N[C@@H]1CCNC[C@H]1C(=O)N[C@H](CC(=O)N[C@@H](CCC(=O)O)CC(=O)O)Cc1ccccc1)NC(=O)C[C@H](CO)NC(=O)[C@@H]1CNCC[C@H]1N | / | -61%[inhibitor] | 3% | 4% | / | / | /
Cc1ccc(CSc2nnc(SCC(=O)N/N=C/c3ccc(C(=O)O)cc3)s2)cc1 | -2% | 1%[10 µM] | -2% | 14% | / | -24%[9.22 µM] | /
O=C(NC1CC1)C1CCC(=O)N1C1CCCC1 (stereo not drawn) | 2% | 3%[10 µM] | 0% | 19% | 4% | -4% | ?
COC(=O)[C@@H]1CC[C@H](C)[C@@H](c2ccc(C)cc2)N1C(=O)c1ccc(/C=N\O[C@@H](C)c2cn([C@H](CO)Cc3ccccc3)nn2)cc1 | / | ? | -5%&0%[17.4 µM] | 7%&7%[13.1 µM] | / | / | /
O=[N+]([O-])c1ccc(-c2csc(N/N=C/c3cccnc3)n2)cc1 | 22% | ? | 10% | -18% | 8% | -4% | 9%[46 µM]
CC(C)(C)N(NC(=O)OCc1ccccc1)C(=O)c1ccccc1 | -4% | -1%[10 µM] | 6% | 2% | 2% | 19% | ?
SMILES | GAA glycogen | HTT cytoprotect | GAA spleen mod | CBFb RUNX1 block | GAA inhib | HTT aggregate | LMNA splice mod
CCOCCCNCC(=O)Nc1ccc(OC(F)(F)F)cc1 | -6% | -4%[10 µM] | -5% | 2% | -8% | 11% | 19%
COc1ccc(CNC(=O)c2cc(-n3cnnc3)ccc2Cl)cc1 | 2% | -1%[0.074 µM] | 0% | 19% | 1% | -16% | -5%
O=C(Cc1ccccc1)N/N=C/c1cccc([N+](=O)[O-])c1 | 8% | -4% | 0% | -12% | -6% | -24% | ?
CC(=O)Nc1ccc(S(=O)(=O)NCC(=O)OCC(=O)NC(=O)C2CCCCC2)cc1 | 3% | -5%[10 µM] | -1% | 10% | -2% | -2% | -5%
COCCN(C(=O)CSc1nc2ccc(C)cc2[nH]1)c1c(N)n(Cc2ccccc2)c(=O)[nH]c1=O | -8% | -2% | -1% | -3% | 10% | -11% | /
O=c1c2c(ncn2C2CCCC2)n(Cc2ccccc2)c(=O)n1CCOc1ccccc1 | -6% | -4%[10 µM] | -2% | -3% | 8% | -10% | ?
Fc1ccc(NC(=S)NCCc2ccccn2)cc1 | 1% | 4% | -4% | 3% | 8% | ? | ?
Cc1onc(-c2ccccc2Cl)c1C(=O)Nc1ccc(Cl)cn1 | -8% | 19%[10 µM] | -4% | 4% | / | -12%[9.22 µM] | /
CCOc1cc(N2CCOCC2)c(OCC)cc1NC(=O)c1ccccc1 | 5% | -39% | 2% | -3% | 1% | 9% | 1%[46 µM]
c1ccc(CNc2ncnc3nc[nH]c23)nc1 | -16% | 7%[10 µM] | 2% | 10% | -3% | -8% | -9%

Three entries from above, sorted by formula weight, falling.
SMILES | GAA glycogen | HTT cytoprotect | GAA spleen mod | CBFb RUNX1 block | GAA inhib | HTT aggregate | LMNA splice mod
COC(=O)[C@@H]1CC[C@H](C)[C@@H](c2ccc(C)cc2)N1C(=O)c1ccc(/C=N\O[C@@H](C)c2cn([C@H](CO)Cc3ccccc3)nn2)cc1 | / | ? | -5%&0%[17.4 µM] | 7%&7%[13.1 µM] | / | / | /
CCOC(=O)c1cc(C(=O)Nc2cccc(C)c2)nn1C | 8% | -20% | -9% | 1% | -11% | -9% | 2%
Fc1ccc(NC(=S)NCCc2ccccn2)cc1 | 1% | 4% | -4% | 3% | 8% | ? | ?
